# BoNT F protease: BoNT F light chain protease inhibition | Multiplex microsphere protease cleavage assay, flow cytometry | inhibition, % at 10 µM | hit rate 0.22% among 360,000 | AID 588497; in the data active means inhibition above about 35%, passing the limit was not always enough; inconclusive means no clear call, values can overlap the other calls; further: plate controls were buffer without enzyme for full effect and enzyme alone for no effect
# Mtb BioA inh: BioA (M. tuberculosis) enzyme inhibition; purified M. tuberculosis BioA enzyme, plate reader; inhibition, % at 9.99 µM; hit rate 0.096% among 360,000; AID 602481; in the data active means inhibition above about 40%; inconclusive means no clear call, values can overlap the other calls
# GDH-TPI counter: counter-screen for M. tuberculosis FBA inhibitors: GDH-TPI coupled enzymes; hit rate 1.2% among 360,000; inhibition, % at 4.8 µM; GDH-TPI coupled enzyme counterscreen, NADH absorbance;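 further: 0% = DMSO wells and 100% = wells lacking the enzyme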
# BoNT A protease: blocks Botulinum neurotoxin A light chain protease. hit rate 0.17% among 360,000. AID 588499. multiplex microsphere protease substrate cleavage, flow cytometry. inhibition, % at 10 µM; in the data active means inhibition above about 30%; inconclusive means no clear call, values can overlap the other calls; further: plate controls were buffer without enzyme for full effect and enzyme alone for no effect
# PrPC surface inh: cell surface PrPC inhibition, primary TR-FRET screen; P04156; TR-FRET read-out; inhibition, % at 13.8 µM; hit rate 0.43% among 370,000; AID 720596; in the data active means inhibition above about 24%; further: 0% = median of the test wells and 100% = reference compound wells
# Mtb UGM inh: blocks M. tuberculosis UGM enzyme; purified UGM, fluorescence polarization probe displacement; inhibition, % at 10 µM; hit rate 0.06% among 320,000; AID 504406; in the data active means inhibition above about 10%, passing the limit was not always enough; inconclusive means no clear call, values can overlap the other calls
# Target sequence (P9WIQ1 whole entry, looked up): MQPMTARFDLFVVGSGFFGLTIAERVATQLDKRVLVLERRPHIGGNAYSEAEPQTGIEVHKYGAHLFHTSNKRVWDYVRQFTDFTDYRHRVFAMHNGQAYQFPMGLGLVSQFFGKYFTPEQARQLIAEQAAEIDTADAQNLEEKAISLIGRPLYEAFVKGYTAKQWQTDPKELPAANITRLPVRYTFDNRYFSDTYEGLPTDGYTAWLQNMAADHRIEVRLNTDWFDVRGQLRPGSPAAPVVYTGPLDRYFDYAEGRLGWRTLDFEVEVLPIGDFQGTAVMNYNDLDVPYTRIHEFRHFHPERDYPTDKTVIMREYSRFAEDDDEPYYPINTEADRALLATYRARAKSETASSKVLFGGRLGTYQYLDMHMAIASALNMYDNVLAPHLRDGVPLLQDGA
# CCHF vOTU inh: blocks the CCHF virus ovarian tumor domain protease. CCHFV vOTU protease, Pep-AMC fluorescence. AID 651958. hit rate 0.55% among 370,000. inhibition, % at 11.5 µM; further: 0% = vehicle wells with enzyme and 100% = no enzyme wells
# Mtb FBA inh: inhibitors of M. tuberculosis fructose-bisphosphate aldolase | P9WQA3 | purified M. tuberculosis FBA, fluorescence read-out | inhibition, % at 1 µM | hit rate 2.3% among 360,000; in the data active means inhibition above about 27%;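 further: 0% = vehicle and 100% = reference inhibitor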
# Target sequence (P9WQA3 whole entry, looked up): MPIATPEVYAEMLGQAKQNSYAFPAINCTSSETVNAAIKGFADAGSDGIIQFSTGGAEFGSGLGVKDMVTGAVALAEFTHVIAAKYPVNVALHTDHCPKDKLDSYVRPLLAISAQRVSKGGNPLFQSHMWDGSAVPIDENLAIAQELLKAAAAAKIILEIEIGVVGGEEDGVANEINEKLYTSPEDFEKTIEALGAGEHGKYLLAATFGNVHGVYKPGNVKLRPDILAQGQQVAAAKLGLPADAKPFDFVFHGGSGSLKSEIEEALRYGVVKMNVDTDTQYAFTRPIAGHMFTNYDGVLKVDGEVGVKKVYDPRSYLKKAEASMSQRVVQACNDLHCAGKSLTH
# FadD28 FP inh: inhibitors of Mycobacterium tuberculosis FadD28 bisubstrate binding; FadD28 bisubstrate probe binding, fluorescence polarization; AID 588549; inhibition, % at 12.5 µM; hit rate 0.22% among 360,000; in the data active means inhibition above about 8.5%, passing the limit was not always enough; inconclusive means no clear call, values can overlap the other calls
# Starred values were filed as active, the others as inactive; ? = inconclusive; · = no result given. Unless noted, no stated cut-off is given here; in the data, active means inhibition above about 30%; inactive means the rest.
# Results follow in this order: BoNT F protease	Mtb BioA inh	GDH-TPI counter	BoNT A protease	PrPC surface inh	Mtb UGM inh	CCHF vOTU inh	Mtb FBA inh	FadD28 FP inh
- COC(=O)c1[nH]c2c(c1C)C(=O)CC(c1ccc(OC)cc1)C2 (stereo not drawn)
    28	4.3	3	2.6	12	-0.1	3	0	-0.8
- CCN(c1ccc2c(c1)OCO2)S(=O)(=O)c1cc(Br)cc2c1N(C(C)=O)CC2
    -5	·	15	0.4	-3	-0.2	3	-1	-3.2
- CC1(C)CC(=O)C=C(N=CC2=C(O)CC(C)(C)CC2=O)C1
    -2	-2.1	0	-0.5	12	1.3	1	4	-0.2
- COC(=O)c1sc(NC(=S)NC(=O)c2cccc(C)c2)nc1C
    2	0.3	6	0.2	6	0.1	-10	1	-0.7
- Cc1onc(-c2ccccc2Cl)c1-c1nc(-c2ccncc2)no1
    -4	1.9	3	0.5	5	-1.0	14	5	-2.3
- O=C(CN1C(=O)S/C(=C/c2cccs2)C1=O)N1CCOCC1
    -7	-2.1	37*	-0.3	-12	-0.3	8	0	-0.6
- COc1ccc(-c2nnc3ccc(SCc4ccccc4)nn23)cc1
    5	-1.0	4	-0.1	-6	-1.3	-4	6	-0.9
- O=C(O)CNc1nc(Cl)ccc1[N+](=O)[O-]
    ?	2.0	-3	-1.0	-17	2.4	15	-7	-2.8
- O=C(CSCCO)Nc1ccc(C23CC4CC(CC(C4)C2)C3)cc1
    4	-4.1	2	-0.1	-7	2.1	-7	0	-2.0
- CC(C)n1c(/N=C/c2c[nH]c3ccccc23)nc2ccccc21
    -26	-0.2	18	-2.5	14	1.5	7	4	-2.0
- Nc1cccc(-c2cc3ccccc3oc2=O)c1
    -2	3.0	3	-1.3	-15	-0.2	2	1	-1.7
- O=C(Nc1ccc(Cl)cc1)Nc1ccc(Br)cn1
    10	-1.6	-10	-1.2	4	-0.8	-1	3	-3.0
- CCN(CC)CCCNC(=O)N[C@@H](Cc1ccccc1)C(=O)O
    0	-1.1	-6	-0.1	-4	0.5	1	-4	-2.8
- CC(C)CN1CCN(C(=O)COC(=O)c2ccc(S(C)(=O)=O)c([N+](=O)[O-])c2)CC1
    -5	0.5	-6	-0.2	-17	·	17	-2	-1.7
- CC(C)c1nnc(NC(=O)CCC(=O)NCc2ccc(F)cc2)s1
    7	-1.3	1	0.7	4	-0.8	-1	9	-0.8
- CCOC(=O)C1(C)CCCN(C(=O)c2ccc(N(C)C)cc2)C1 (stereo not drawn)
    -38	0.0	-5	-7.5	-2	·	-8	1	-2.8
- O=S(=O)(c1ccc2ccccc2c1)N(CC1CO1)c1ccccc1 (stereo not drawn)
    0	·	13	-2.8	13	1.9	5	-1	-1.3
- CCN(CC)S(=O)(=O)c1cccc(NC(=O)COC(=O)/C=C/c2ccco2)c1
    -3	-0.4	0	-0.2	3	3.8	4	-2	-2.2
- O=S1(=O)CCN(CCCc2ccccc2)CC1
    -6	-1.9	12	-0.8	3	·	4	1	-0.2
- COc1ccc(-c2ncn(CCC#N)c2[N+](=O)[O-])cc1
    0	·	13	0.4	-48	0.2	-12	-1	-3.0
- Cc1ccc(CNCCCSc2nc(C)cc(C)n2)cc1
    ?	0.5	-10	3.2	1	-1.2	24	1	-4.8
- CCN(CC)S(=O)(=O)c1ccc(C(O)=C(C#N)c2nc3ccccc3n2C)cc1
    -5	·	14	-0.6	-4	·	-2	-1	-2.2
- OC[C@@H]1CN(Cc2ccc(Cl)cc2)C[C@H](n2cnc3c(NC4CCC4)ncnc32)O1
    10	0.7	-1	-0.1	26*	·	-1	0	-3.4
- CNS(=O)(=O)c1ccc(CCC(=O)N2CCOCC2)cc1
    ?	0.0	6	2.7	-2	2.0	-16	1	-2.0
- CCCCc1nc2ccccc2c(=O)n1NC(=O)c1c(O)c2ccccc2n(C)c1=O
    -12	·	9	0.1	4	-0.1	12	0	-0.6
- CC(C)(C)NCC(O)COCc1ccc(Cl)cc1 (stereo not drawn)
    -3	0.3	-2	-0.1	7	-1.0	5	11	-4.2
- CCCCCCN1C[C@H](O)[C@@H](n2cc(C3CC3)nn2)C[C@@H]1c1ccc(OC)cc1
    5	-0.1	19	-0.3	9	·	6	1	-0.8
- O=C(CSc1nnc(Cn2nnc(-c3ccccc3)n2)n1-c1ccccc1)Nc1ccc(F)cc1
    0	·	4	-0.8	4	-2.4	1	-1	-10
- COc1ccc(CCNC(=O)c2cc(-c3ccc(C)cc3O)n[nH]2)cc1OC
    1	-0.8	9	-0.2	7	-0.3	4	1	-0.5
- CC(C)CCCn1c(O)c(/C=C2/C=CC=N2)c(=O)[nH]c1=O
    0	·	4	0.7	-4	3.1	-2	0	-2.9

# Retrieved one by one from the entries so far:
# Results follow in this order: BoNT F protease	Mtb BioA inh	GDH-TPI counter	BoNT A protease	PrPC surface inh	Mtb UGM inh	CCHF vOTU inh	Mtb FBA inh	FadD28 FP inh
- O=C(CSc1nnc(Cn2nnc(-c3ccccc3)n2)n1-c1ccccc1)Nc1ccc(F)cc1
    0	·	4	-0.8	4	-2.4	1	-1	-10
- CCCCc1nc2ccccc2c(=O)n1NC(=O)c1c(O)c2ccccc2n(C)c1=O
    -12	·	9	0.1	4	-0.1	12	0	-0.6
- CC(C)(C)NCC(O)COCc1ccc(Cl)cc1 (stereo not drawn)
    -3	0.3	-2	-0.1	7	-1.0	5	11	-4.2
- OC[C@@H]1CN(Cc2ccc(Cl)cc2)C[C@H](n2cnc3c(NC4CCC4)ncnc32)O1
    10	0.7	-1	-0.1	26*	·	-1	0	-3.4

# Back to the main list, repeating the three entries before the break.
# Results follow in this order: BoNT F protease	Mtb BioA inh	GDH-TPI counter	BoNT A protease	PrPC surface inh	Mtb UGM inh	CCHF vOTU inh	Mtb FBA inh	FadD28 FP inh
- O=C(CSc1nnc(Cn2nnc(-c3ccccc3)n2)n1-c1ccccc1)Nc1ccc(F)cc1
    0	·	4	-0.8	4	-2.4	1	-1	-10
- COc1ccc(CCNC(=O)c2cc(-c3ccc(C)cc3O)n[nH]2)cc1OC
    1	-0.8	9	-0.2	7	-0.3	4	1	-0.5
- CC(C)CCCn1c(O)c(/C=C2/C=CC=N2)c(=O)[nH]c1=O
    0	·	4	0.7	-4	3.1	-2	0	-2.9
- COc1ccc(NC(=O)N2CCCC2C(=O)Nc2cccc(C)c2C)cc1 (stereo not drawn)
    8	1.9	-14	0.0	3	2.7	1	0	-4.4
- Cc1ccc(OCC(=O)N/N=C\c2ccc(O)c([N+](=O)[O-])c2)c([N+](=O)[O-])c1
    0	·	16	0.0	-11	2.4	4	-5	-0.5
- O=C(O)C(Cc1ccccc1-c1ccccc1)C(=O)O
    -13	0.0	3	-1.5	6	0.8	20	1	1.1
- Cc1ccc(S(=O)(=O)N2CCN(C)CC2)cc1C(=O)NC1CCCCC1
    -6	-0.4	10	0.4	-4	2.1	12	5	-2.0
- Cc1ccccc1OP(=O)(Oc1ccccc1C)N1CCOCC1
    3	·	·	-0.6	-6	·	-1	2	-1.6
- CCCCCCOC(=O)/C=C/c1c(C)[nH]c(=O)[nH]c1=O
    0	-1.7	19	-0.9	6	-1.2	4	2	-2.4
- C=CCn1c(C)cc(-c2csc(NC)n2)c1C
    -94	-3.7	4	5.0	-11	·	-11	1	-0.6
- CC(C)CNC(=O)c1cccc(NC(=O)C(C)C)c1
    -2	·	8	1.0	-6	0.1	11	1	-1.9
- COc1ccc(CNC(=O)CNS(=O)(=O)c2ccc(Cl)cc2)cc1
    -10	·	11	-1.0	-6	-0.8	4	3	-1.2
- CCOc1ccc(NC(=O)C2CC(=O)N(CC)C(=Nc3ccc4c(c3)OCO4)S2)cc1 (stereo not drawn)
    0	1.1	-2	0.5	7	-0.8	-9	-1	-2.7
- CC(C)(C)c1n[nH]c(=S)n(/N=C/c2cccs2)c1=O
    -3	·	20	-0.4	-7	0.4	3	1	-0.5
- O=C(OCC(=O)N1CCCC1)c1cc([N+](=O)[O-])ccc1Cl
    11	-5.6	9	0.3	-23	1.1	-3	4	0.1
- Cn1ncc2c(c(SCc3ccc(Cl)cc3Cl)nn2C)c1=O
    ?	·	0	?	-8	0.5	1	-2	-0.5
- O=C(COc1ccc2ccc(=O)oc2c1)N1CCN(c2ccccc2)CC1
    4	23	26	-0.5	-4	-2.3	-36	27*	-2.8
- COc1cc2sc(-c3ccc(S(C)(=O)=O)cc3)c(C(=O)NCc3ccc(C)o3)c2cc1OC
    1	-0.1	20	-0.1	-15	0.0	-26	37*	-4.0
- CN1CCc2c(sc3nc(SCC(N)=O)n(-c4ccc(Cl)cc4)c(=O)c23)C1
    -41	25	32*	66*	-10	-0.9	-33	10	-7.4
- CC(C)(C)c1ccc(C(=O)N2CCNC(=O)C2CC(=O)Nc2ccc(F)cc2)cc1 (stereo not drawn)
    3	-0.5	6	1.2	-1	-2.9	0	1	-1.8
- CN1CCCC1(C)C(=O)NCc1ccc(F)cc1Cl (stereo not drawn)
    5	0.1	9	0.6	1	·	-5	2	0.7
- Cn1cc(/C(Cc2ccccc2)=N\O)c2ccccc21
    -21	-0.6	0	-0.1	-1	-1.6	-12	2	-3.5
- O=C(c1ccc(F)cc1)c1c[nH]c(C(=O)NCc2ccco2)c1
    -6	-1.2	-3	-0.3	7	-1.6	2	-3	-5.0
- CN(CC(=O)Nc1ccc(Cl)cc1)C(=O)CCc1c[nH]c2ccccc12
    -2	3.8	-2	0.0	4	-1.0	2	3	·
- O=C1CN(C(=O)/C=C/c2ccco2)c2ccccc2N1
    1	2.2	15	-0.5	0	-1.2	-2	-3	-3.9
- O=C(CCC(=O)Nc1nnc(C2CCCCC2)s1)NCc1cccs1
    -24	-3.5	1	-1.0	4	1.1	6	5	-2.0
- COc1ccc(S(=O)(=O)N2CCCCCC2)cc1NC(=O)c1ccccc1S(C)(=O)=O
    -5	-1.9	-4	-0.5	3	-0.5	5	-1	?
- O=C(Cn1cncn1)N/N=C/c1ccccc1O
    0	·	11	-0.3	-1	-2.2	3	7	-3.1
- COC(=O)c1sc(NC(=O)c2ccoc2C)nc1C
    4	0.4	-4	0.5	-6	·	-6	-2	-4.4
- O=C(NCCc1ccc(Cl)cc1)C(=O)Nc1cc2c3c(c1)CC(=O)N3CCC2
    -5	0.3	17	-2.4	-1	-3.4	-4	-3	-3.7
- Cc1ccc(CS(=O)(=O)CCC(=O)NCCN2CCCC2)cc1
    -4	·	17	0.0	-3	1.7	-8	-1	0.5
- O=C1N/C(=N\c2ccccn2)SC1Cc1ccccc1Cl (stereo not drawn)
    ?	·	-3	?	8	0.1	-4	-3	-2.0

# Five of the compounds above, with tabs.
molecule	BoNT F protease	Mtb BioA inh	GDH-TPI counter	BoNT A protease	PrPC surface inh	Mtb UGM inh	CCHF vOTU inh	Mtb FBA inh	FadD28 FP inh
O=C(CCC(=O)Nc1nnc(C2CCCCC2)s1)NCc1cccs1	-24	-3.5	1	-1.0	4	1.1	6	5	-2.0
COc1ccc(S(=O)(=O)N2CCCCCC2)cc1NC(=O)c1ccccc1S(C)(=O)=O	-5	-1.9	-4	-0.5	3	-0.5	5	-1	?
COC(=O)c1sc(NC(=O)c2ccoc2C)nc1C	4	0.4	-4	0.5	-6	·	-6	-2	-4.4
O=C1CN(C(=O)/C=C/c2ccco2)c2ccccc2N1	1	2.2	15	-0.5	0	-1.2	-2	-3	-3.9
Cc1ccc(CS(=O)(=O)CCC(=O)NCCN2CCCC2)cc1	-4	·	17	0.0	-3	1.7	-8	-1	0.5
